ASM inhibitor = inhibitors of human secretory acid sphingomyelinase; placental ASM, HMU-PC fluorogenic substrate, 60 min; Potency, µM (titrated, usually from 57.5 µM), for the others: at the highest dose activity change, negative = inhibition, hits mostly inhibitors; actives 0.006% (n = 340,000); further: potency means the concentration at half of the fitted maximal effect
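Human placenta-derived ASM preincubated with compound 10 min at room temperature, then reacted with 9 uM (final) fluorogenic HMU-PC substrate for 60 min at 37 C. Stop solution raises pH to 10; fluorescence read at Ex 386/Em 447 nm.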
A-T KAP1 phos = potential ataxia-telangiectasia treatments restoring KAP-1 phosphorylation. […] A-T fibroblasts, KAP-1 phosphorylation AlphaLISA; neocarzinostatin DNA damage 30 min before lysis. Potency, µM (doses to about 57.5 µM), for the others: at the highest dose activation, actives largely listed as activators. actives 0.19% (n = 320,000). AID 485349; further: potency means the concentration at half of the fitted maximal effect; % of control where 0% means no effect; nearly all actives have a fitted effect of over 45% in size
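ATM-like activity read as KAP-1 phosphorylation via AlphaLISA donor/acceptor antibody pairs after lysis and 6 hr at 25C. Cells were ATM-null patient fibroblasts ([…], hTERT), dosed 60 min, then exposed to the DSB inducer NCS for 30 min.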
Eya2 inh = blocks the phosphatase activity of human Eya2; O00167; recombinant Eya2, OMFP fluorescence dephosphorylation (OMFP is methylfluorescein phosphate); Potency, µM (highest dose often 76.9 µM), without a hit: at the top dose activity, negative = inhibition, usual class: inhibitors; actives 0.006% (n = 330,000); AID 488837; further: potency means the concentration at half of the fitted maximal effect; on the % scale 0 is the no-effect control and ±100 the full control effect
Target sequence (O00167 whole entry, looked up): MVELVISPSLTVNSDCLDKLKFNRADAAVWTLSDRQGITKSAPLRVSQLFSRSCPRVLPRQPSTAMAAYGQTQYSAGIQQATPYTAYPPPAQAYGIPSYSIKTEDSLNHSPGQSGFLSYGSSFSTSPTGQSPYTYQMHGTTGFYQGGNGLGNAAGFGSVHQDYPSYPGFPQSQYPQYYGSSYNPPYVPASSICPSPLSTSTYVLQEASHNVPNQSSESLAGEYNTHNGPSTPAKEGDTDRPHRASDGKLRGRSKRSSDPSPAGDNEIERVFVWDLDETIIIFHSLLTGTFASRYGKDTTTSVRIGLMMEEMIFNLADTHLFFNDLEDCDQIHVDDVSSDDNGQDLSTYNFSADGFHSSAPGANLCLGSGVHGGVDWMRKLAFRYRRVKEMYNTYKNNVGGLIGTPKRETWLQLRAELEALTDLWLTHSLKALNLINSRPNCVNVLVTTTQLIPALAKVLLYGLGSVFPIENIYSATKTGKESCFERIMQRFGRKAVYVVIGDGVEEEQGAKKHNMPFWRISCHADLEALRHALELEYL
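Eya2 protein (added as 0.2 uM solution) was preincubated with compound for 10 min at ambient temperature in 50 mM HEPES pH 7.5, 50 mM NaCl, 5 uM MgCl2, 0.05% BSA, 1 mM DTT. OMFP (added at 50 uM) then reacted 10 min; fluorescence read at 485/525 nm.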
a7 integrin act = activates integrin-mediated alleviation for muscular dystrophy | alpha7betagal myoblasts, beta-gal FDG fluorescence, 48 h | actives 0.064% (n = 350,000) | Potency, µM (titrated, usually from 38.3 µM), without a hit: top-dose activation, hits mostly activators;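 further: potency means the concentration at half of the fitted maximal effect; 100% = response of the positive control SU9516; nearly all actives have a fitted effect of over 60% in size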
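alpha7betagal+/- myoblasts (passage 13, 250/well) treated 48 h at 37C with compounds at 1:260 dilution of DMSO stock. Lysed, then beta-galactosidase activity read as FDG fluorescence (ex 480/em 540) after 30 min, with pre-read for autofluorescence.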
TCR activator = activators of T cell receptors; Potency, µM (doses to about 9.22 µM), without a hit: at the top dose activation of IL-2 secretion, usual class: activators; primary human leukocytes, anti-CD3, IL-2 HTRF, 48 h; 330,000 tested, under 10 active; AID 504894; further: % of control where 0% means no effect
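Primary human leukocytes incubated 48 hr with anti-CD3 beads plus compound, without co-stimulation. Secreted IL-2 measured by HTRF (europium cryptate/d2 anti-IL-2 pair, 320 nm excitation, 665 nm emission).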
Chronic BCR inh = inhibitors of chronic active B-cell receptor signaling. ABC-DLBCL IkBa-CBG/CBR reporter, luminescence ratio, 4 h. Potency, µM (top dose mostly 46.1 µM), without a hit: at the top dose ratio change, negative = lower green/red ratio, usual class: inhibitors. actives 0.05% (n = 340,000). AID 493014; active means well fitted inhibition curve with a large enough effect in the signal ratio, with a control signal flat, not every such curve was filed as active; inconclusive means small, poorly fitted or top-dose-only effect, or effect the other way, or a change in a side signal; the % refers to the signal ratio;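 further: potency means the concentration at half of the fitted maximal effect; plate controls were basal doxycycline-induced cells for no effect and cells given 10 µM MG132 for full effect; MG132 reads +100%, hits lower the ratio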
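Compounds up to 46 uM were incubated four hours with TMD8 cells whose green CBG68 luciferase is fused to IkappaBalpha; red CBR luminescence normalised the signal, and concentration-effect curves were fitted to fusion, red and ratio data.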
TSHR antag = human thyrotropin receptor antagonism | P16473 | TSHR-expressing cells, TSH-stimulated cAMP HTRF, 2 h; hits give low values | activity change, negative = inhibition, % at 11.5 µM | actives 0.2% (n = 330,000) | AID 504810;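 active means activity change below a set negative limit, meaning inhibition stronger than a set level, cut at about -70% in these data; inconclusive means activity change between two set negative limits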; further: on the % scale 0 is the no-effect control and ±100 the full control effect
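Freshly harvested TSHR cells receive pin-tooled compound, then EC80 TSH at 4nM final. After 2 hours at 37 deg C, antibody in lysis buffer and cAMP-d2 are added; 30 minutes at ambient temperature precede the HTRF read.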
PTAP TSG101 blk = blocks PTAP/TSG101 interaction to inhibit HIV-1 budding; Q99816; Fluorescence polarization, FITC-PTAP peptide / Tsg101 binding; Potency, µM (series often up to 115 µM), for inactives: at the highest dose activity change, negative = inhibition, actives largely listed as inhibitors; 340,000 tested, under 10 active; AID 493005; active means well fitted inhibition curve with a large enough effect in the main read-out, with a control signal flat, not every such curve was filed as active; inconclusive means small, poorly fitted or top-dose-only effect, or effect the other way, or a change in a side signal; inactive means no such curve, though single readings can be large or run the other way; further: potency means the concentration at half of the fitted maximal effect; % of control where 0% means no effect
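FP read-out: FITC-PTAP peptide, 50 nM final, binding Tsg101 binding domain, 10 uM final; 20 min, r.t.; 10 mM HEPES pH 7.5, 0.15 M NaCl, 0.01% Tween 20, 3 mM EDTA, 0.1 mM TCEP.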
Tb PFK block = inhibitors of T. brucei phosphofructokinase; T. brucei PFK, ADP-Glo luminescence; AID 485367; O15648; actives 0.17% (n = 330,000); Potency, µM (highest dose often 57.5 µM), inactives show at the top dose activity, negative = inhibition, hits mostly inhibitors;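 further: potency means the concentration at half of the fitted maximal effect; 0% = uninhibited 1x PFK enzyme wells and -100% = no-enzyme wells; nearly all actives have a fitted effect of over 60% in size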
Target sequence (O15648 whole entry, looked up): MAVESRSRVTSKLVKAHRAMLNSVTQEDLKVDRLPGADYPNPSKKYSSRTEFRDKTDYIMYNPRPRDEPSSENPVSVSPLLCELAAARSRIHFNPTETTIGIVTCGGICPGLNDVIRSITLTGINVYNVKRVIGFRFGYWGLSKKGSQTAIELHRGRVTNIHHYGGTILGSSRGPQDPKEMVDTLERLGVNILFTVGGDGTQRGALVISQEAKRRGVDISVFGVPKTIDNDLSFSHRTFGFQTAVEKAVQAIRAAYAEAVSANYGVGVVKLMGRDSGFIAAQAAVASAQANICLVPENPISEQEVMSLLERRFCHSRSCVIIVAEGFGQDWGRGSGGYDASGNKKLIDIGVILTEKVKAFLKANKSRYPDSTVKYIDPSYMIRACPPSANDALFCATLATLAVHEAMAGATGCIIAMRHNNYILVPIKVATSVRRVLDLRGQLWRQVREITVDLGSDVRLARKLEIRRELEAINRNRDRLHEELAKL
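1.25 nM PFK with 0.5 mM F6P and 0.1 mM ATP in 0.1 M TEA pH 8.0, 5 mM MgCl2, incubated 45 min at room temperature; ADP measured by ADP-Glo luminescence; compounds titrated up to 57 uM.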
Mito fusion act = mitochondrial division inhibition or fusion activation | S. cerevisiae fusion-defective mutant growth rescue, CellTiterGlo 48 h | Potency, µM (series often up to 46.1 µM), for inactives: top-dose growth rescue (activation), most hits filed as activators | actives 0.23% (n = 320,000);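 further: potency means the concentration at half of the fitted maximal effect; % of control where 0% means no effect; nearly all actives have a fitted effect of over 45% in size; temperature-sensitive fusion mutants such as fzo1-1 at 37 °C on non-fermentable ethanol glycerol medium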
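Yeast fusion mutant, YPEG (non-fermentable carbon), compound, 48 h at 37C non-permissive; CellTiterGlo added, 10 min RT, luminescence read. Rescued growth = division inhibition.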
ELG1 DNA repair = blocks ELG1-dependent DNA repair in HEK293T cells; HEK293T ELG1-luciferase reporter, luminescence, 16 h; DNA damage induced by 5-fluorouridine; Potency, µM (top dose mostly 46.1 µM), inactives show at the highest dose activity change, negative = inhibition, actives largely listed as inhibitors; actives 2.3% (n = 330,000); AID 504467; further: potency means the concentration at half of the fitted maximal effect; on the % scale 0 is the no-effect control and ±100 the full control effect; nearly all actives have a fitted effect of over 55% in size
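5-Fluorouridine DNA damage + compound/DMSO, 2,000 cells/well, 16 h, 37 °C/5% CO2. ONE-Glo, 30 min RT, luminescence. Readout = decrease in reporter signal.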
An asterisk follows results filed as active; ? = inconclusive; . = not tested or not shown; & = joins results of further samples; [ ] = dose if it differs, or a comment. Unless noted, the call rests on the fitted dose curve; in most records, active means well fitted curve in the direction sought with a large enough effect; inconclusive means small, poorly fitted or top-dose-only effect, or another doubt; inactive means no such curve, though single readings can be large; an effect the other way counts as inactive or inconclusive.

structure | ASM inhibitor | A-T KAP1 phos | Eya2 inh | a7 integrin act | TCR activator | Chronic BCR inh | TSHR antag | PTAP TSG101 blk | Tb PFK block | Mito fusion act | ELG1 DNA repair
O=C(CNC(=O)c1ccc(Br)cc1)NC1CC1 | 1% | 0% | 4% | -2% | 3% | 0% | 21 | 0% | -5% | -4% | 4%
CNCCc1ccccn1 | 3% | -10% | 4% | . | 4% | 4% | 14 | 0% | 0% | 0% | 20%
O=C(Nc1ccc(NS(=O)(=O)c2ccccc2)cc1)c1cccnc1 | 3% | -6% | -21% | 9% | -1% | -8% | 10 | -6% | -18% | 3% | ?
COc1ccccc1C(=O)CSc1nccn1C | -2% | -1% | 11% | -3% | 8% | ? | 5 | 0% | -4% | -18% | ?
O=C(NC1CCCCC1)C1CC(=O)N(c2cccc([N+](=O)[O-])c2)C1 (stereo not given) | 4% | 2% | -4% | -17% | -4% | -11% | 0 | -2% | -3% | -4% | -10%
Cc1ccc(S(=O)(=O)N(C)C)cc1NC(=O)CSc1nc2ncc(Cl)cc2[nH]1 | 0% | -4% | 28% | 2% | 3% | 1% | -5 | -6% | -12% | -2% | -14%
CCOC(=O)c1ccc(N2CN(C3CCCCC3)CNC2=S)cc1 | 1% | 3% | -1% | -3% | 7%[46.1 µM] | ? | 2 | -4% | 4% | 0% | 7%
COc1ccc(S(=O)(=O)N2CCCCCC2)cc1Br | -1% | -5% | 8% | ? | -11% | -8% | 0 | -7% | -2% | 9% | 7%

Four structures from above, sorted by formula weight, smallest number first:
structure | ASM inhibitor | A-T KAP1 phos | Eya2 inh | a7 integrin act | TCR activator | Chronic BCR inh | TSHR antag | PTAP TSG101 blk | Tb PFK block | Mito fusion act | ELG1 DNA repair
CNCCc1ccccn1 | 3% | -10% | 4% | . | 4% | 4% | 14 | 0% | 0% | 0% | 20%
COc1ccccc1C(=O)CSc1nccn1C | -2% | -1% | 11% | -3% | 8% | ? | 5 | 0% | -4% | -18% | ?
O=C(CNC(=O)c1ccc(Br)cc1)NC1CC1 | 1% | 0% | 4% | -2% | 3% | 0% | 21 | 0% | -5% | -4% | 4%
O=C(Nc1ccc(NS(=O)(=O)c2ccccc2)cc1)c1cccnc1 | 3% | -6% | -21% | 9% | -1% | -8% | 10 | -6% | -18% | 3% | ?

Continued:
structure | ASM inhibitor | A-T KAP1 phos | Eya2 inh | a7 integrin act | TCR activator | Chronic BCR inh | TSHR antag | PTAP TSG101 blk | Tb PFK block | Mito fusion act | ELG1 DNA repair
CCOC1=C/C(=C/c2c(N)n3oc(C)cc3nc2=O)C=CC1=O | . | -6% | -11% | . | . | -2% | -5 | . | 1% | -3% | 10%
FC(F)(F)C(F)(F)C(F)(F)c1nnc2ccc(N3CCOCC3)nn12 | 1% | 2% | -32% | 1% | -3% | ? | -1 | -5% | -3% | 21% | -13%
CC1CCN(C(=O)Cc2nn(C)c(=O)c3ccccc23)CC1 | 1% | 12% | 6% | -9% | -5% | 10% | -24 | -5% | -1% | -1% | -2%
COc1ccc(NS(=O)(=O)c2cc(NC(=O)CC(=O)c3ccc([N+](=O)[O-])cc3)ccc2C)cc1 | -13% | -4% | -1% | 4% | 4% | 1% | -1 | 2% | -8% | -2% | ?
Cc1nc2sc(C(c3ccccc3)N3CCN(C(=O)c4ccco4)CC3)c(O)n2n1 (stereo not given) | 0% | 2% | 3% | 16% | -20%[46.1 µM] | 5% | -2 | 0% | 0% | -2% | 11%
COc1cccc(OCC(=O)NNC(=S)Nc2ccc(Cl)cc2Cl)c1 | -3% | -1% | -6% | -25% | 0% | 4% | -5 | -6% | 0% | 6% | -4%
C=CCN(CC=C)C(=O)c1ccncc1 | 1% | 0% | -1% | 17% | -24% | 6% | 10 | -2% | -2% | 0% | -2%
CC(=O)Nc1nnc(CSCc2ccc(F)cc2)s1 | 0% | 12% | 2% | 37% | -5% | 9% | -8 | -4% | -3% | 2% | 12%

The listing continues:
structure | ASM inhibitor | A-T KAP1 phos | Eya2 inh | a7 integrin act | TCR activator | Chronic BCR inh | TSHR antag | PTAP TSG101 blk | Tb PFK block | Mito fusion act | ELG1 DNA repair
COc1ccccc1N1CCN(C(=O)C(CC(C)C)NC(=O)C2CCCCC2)CC1 (stereo not given) | 6% | -2% | -7% | -31% | -1% | 1% | -13 | -1% | -1% | -5% | -19%
CCOc1ccc(/C=N\NC(=O)c2c(C)nc3cc(C)ccn23)cc1 | -1% | 3% | -21% | 25% | . | ? | 6 | 3% | -2% | 0% | ?
Cc1onc(-c2c(F)cccc2Cl)c1C(=O)N1CCOC12CCCCC2 | 2% | -1% | 2% | 8% | 4% | -1% | -1 | -1% | -1% | -1% | 8%
COc1ccc(NC(C)=O)c(C)c1 | 4% | 1% | 3% | 0% | 4% | -2% | 1 | 4% | -1% | 3% | -4%
Cc1cc(=O)oc2cc(OCC(=O)OCC(=O)N(C)C3CCS(=O)(=O)C3)ccc12 (stereo not given) | 31%[activator] | -1% | -8% | 8% | 6% | -10% | 2 | -3% | 0% | 1% | 7%
O=C(Nc1cccc(Cl)c1)Nc1nccs1 | -13% | 0%&-7% | -16%&5% | -10% | -7% | 0%&16% | 4&-17 | -18% | -5%&2% | 1%&4% | ?
O=C(C[n+]1ccccc1)NNc1ccccc1 | 9% | -8% | 6% | -5% | 9% | 2% | 8 | . | 7% | -3% | -3%
CCOC(=O)Cc1csc(SCC(=O)NC2CCC(C)CC2)n1 (stereo not given) | -3% | 1% | -15% | 30% | -27% | 3% | -4 | 2% | -11% | 2% | 0%

Continued:
structure | ASM inhibitor | A-T KAP1 phos | Eya2 inh | a7 integrin act | TCR activator | Chronic BCR inh | TSHR antag | PTAP TSG101 blk | Tb PFK block | Mito fusion act | ELG1 DNA repair
CS(=O)(=O)N1CCCC(C(=O)NCCCN2CCc3ccccc3C2)C1 (stereo not given) | 8% | 1% | 20% | -6% | -13% | 4% | 22 | -1% | 14% | 9% | 3%
Cc1noc(C)c1S(=O)(=O)N1CCCC(C(=O)Nc2nccs2)C1 (stereo not given) | 9% | 7% | 11% | 7% | -2% | -7% | 8 | -3% | 1% | 2% | ?
COc1ccc(C)cc1NS(=O)(=O)c1ccc(NS(=O)(=O)c2ccc(NC(C)=O)cc2)cc1 | -9% | -1% | -19% | 37% | -4% | 7% | 12 | -6% | 8% | 5% | 1%
COc1ccc(/C=N/NC(=O)CCCOc2ccc(Cl)cc2Cl)cc1[N+](=O)[O-] | ? | 3% | 2% | -3% | -1% | 2% | 13 | 0% | 2% | 6% | ?
COc1ccc(OC)c(N2C(=O)CC(Cc3ccc(Cl)cc3)C2=O)c1 (stereo not given) | 4% | 2% | -1% | 0% | -1%[46.1 µM] | -8% | -3 | -4% | 3% | 7% | ?
Cc1nc(-c2nnc(SCC(=O)Nc3ccc(Cl)cc3)n2C)cs1 | 2% | -21% | 4% | 4% | 0% | -2% | 6 | 0% | 2% | 7% | -1%
CCCCCCCC(=O)N/N=C/c1ccc(Br)cc1 | -17% | ? | -2% | 9% | 1% | -1% | 20 | -7% | -4% | 5% | 3%
COc1ccc(C(=O)CSC2=NS(=O)(=O)c3cc(Cl)ccc3N2)cc1 | 0% | 14% | 5% | 0% | -3% | -6% | -27 | -6% | -24% | 4% | 12%
N#Cc1c(-c2ccccc2)nc2n1CCS2 | 3% | 6% | 4% | -20% | -3% | -1% | 2 | 0% | 0% | 5% | 8%
CCC(C)N=Cc1c(Nc2ccccc2)nc2c(C)cccn2c1=O (stereo not given) | -14% | -18% | ? | 32% | -10% | 6% | 3 | -4% | -6% | 22% | -22%
